Source: PubChem
rCAG RNA binder: r(CAG) repeat RNA binding | TO-PRO-1 dye displacement fluorescence | inhibition, % at 3 µM | actives 1.3% (n = 370,000) | AID 651821;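 active = inhibition above the plate cutoff, the mean of all test compounds on that plate plus 3 SD, cut at about 35% in these data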;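 also: 0% = DMSO alone and 100% = 100 µM mitoxantrone as full dye displacement; higher means more dye released from RNA so lower well fluorescence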
PG9 binder: binds the HIV-1 gp120 antibody PG9 | actives 0.43% (n = 360,000) | TR-FRET gp120-PG9 antibody binding | inhibition, % at 6.7 µM; in the data active = inhibition above about 8.5%
LEDGF integ inh: blocks HIV-1 LEDGF/p75-dependent DNA integration. TR-FRET IN-LEDGF/p75 DNA integration, Eu/Cy5. inhibition, % at 3.7 µM. actives 0.64% (n = 370,000). AID 743269;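 active = inhibition above the screen-wide mean plus 3 SD, cut at about 13% in these data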;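 also: signal is the Cy5 over europium emission ratio at 671 and 618 nm; 0% = plate median of compound wells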
UHRF1 MBD2 ctr: UHRF1 methyl-DNA binding inhibition. inhibition, % at 4.4 µM. Q96T88. UHRF1 binding to methylated oligo, TR-FRET. actives 0.75% (n = 370,000); in the data active = inhibition above about 21%;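 also: UHRF1 SRA domain binding a hemimethylated CpG hairpin DNA probe; 0% = median of test compound wells and 100% = reference inhibitor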
PRMT1 inh: inhibitors of human PRMT1. actives 1.3% (n = 370,000). inhibition, % at 2.79 µM. recombinant PRMT1, activity-based probe fluorescence polarization;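 active = inhibition above about 21% made by adding two undisclosed values, limit read from the data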
TCR CD3 inh: inhibitors of human TCR-CD3 interaction. AID 651800. TAMRA-labeled TCR probe fluorescence, biochemical. inhibition, % at 9.4 µM. actives 0.37% (n = 360,000); in the data active = inhibition above about 19%;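 also: recombinant mutant TCR 2C K166C tagged with TAMRA read by polarization; 0% = receptor in buffer alone and 100% = receptor with positive control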
mABHD4 FP: inhibits mouse alpha/beta hydrolase domain 4 | purified mABHD4, FP-Rh probe fluorescence polarization | actives 0.54% (n = 370,000) | Q8VD66 | AID 720543 | inhibition, % at 8.92 µM;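 active = inhibition exceeding the mean over every tested compound plus 3 SD, cut at about 30% in these data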;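 also: 0% = plate median of compound wells and 100% = S159A mutant with DMSO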
Target sequence (Q8VD66 whole entry, looked up, the tested form may be a part): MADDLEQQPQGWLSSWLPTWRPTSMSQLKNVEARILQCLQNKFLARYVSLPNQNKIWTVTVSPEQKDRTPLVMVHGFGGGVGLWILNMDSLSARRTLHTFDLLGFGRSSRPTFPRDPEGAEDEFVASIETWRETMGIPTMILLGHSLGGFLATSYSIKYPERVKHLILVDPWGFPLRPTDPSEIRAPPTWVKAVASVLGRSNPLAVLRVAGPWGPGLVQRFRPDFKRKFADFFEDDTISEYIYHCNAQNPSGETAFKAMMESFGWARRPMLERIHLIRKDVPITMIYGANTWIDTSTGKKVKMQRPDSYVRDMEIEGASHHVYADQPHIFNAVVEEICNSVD
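Assay system: mouse ABHD4 enzyme, wild type / Also added: fluorescent activity-based probe FP-Rh / Doses: single nominal dose of 8.92 µM, 0.89% DMSO final / Timing: 45 min compound pre-incubation plus 60 min probe step, 25 °C / Signal: FP readout, ex 525 nm / em 598 nm / Control set: S159A mutant/DMSO as 100%, compound-well median as 0%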
MBD2 inh: inhibitors of human MBD2 binding to methylated oligonucleotide; Q9UBB5; inhibition, % at 4.4 µM; actives 0.31% (n = 370,000); TR-FRET; AID 686964; in the data active = inhibition above about 13%
Target sequence (Q9UBB5 whole entry, looked up): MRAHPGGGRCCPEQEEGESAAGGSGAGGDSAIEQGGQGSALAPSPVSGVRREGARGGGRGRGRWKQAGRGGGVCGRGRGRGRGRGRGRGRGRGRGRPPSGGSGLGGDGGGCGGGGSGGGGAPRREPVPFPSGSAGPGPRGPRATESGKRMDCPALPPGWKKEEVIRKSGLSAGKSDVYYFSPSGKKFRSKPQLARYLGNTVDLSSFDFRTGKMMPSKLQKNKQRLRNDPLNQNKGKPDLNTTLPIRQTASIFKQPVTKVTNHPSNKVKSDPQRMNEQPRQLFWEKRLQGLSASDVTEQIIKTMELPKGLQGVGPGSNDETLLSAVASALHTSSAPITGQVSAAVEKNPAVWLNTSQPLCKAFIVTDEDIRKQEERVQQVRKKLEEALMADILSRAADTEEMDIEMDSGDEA
HTRA1 inhibitor: HTRA1 (human) protease inhibition | actives 0.5% (n = 340,000) | inhibition, % at 5.96 µM | recombinant HTRA1, FP-rhodamine activity-based probe, fluorescence polarization | Q92743; in the data active = inhibition above about 36%;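 also: 0% = enzyme with DMSO and 100% = wells lacking enzyme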
NR1D1 modulator: modulates human Rev-erb alpha binding to DNA. Rev-erbα–FITC-DNA binding, fluorescence polarization, 90 min. activity, % at 10 µM. actives 0.79% (n = 370,000). AID 1259318;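 active = activity above about 14%, limit read from the data; passing the limit was not always enough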;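 also: 0% = DMSO wells with 35 nM protein and 100% = DMSO wells with 750 nM protein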
Active calls of the source: *; x = no result given.

SMILES	rCAG RNA binder	PG9 binder	LEDGF integ inh	UHRF1 MBD2 ctr	PRMT1 inh	TCR CD3 inh	mABHD4 FP	MBD2 inh	HTRA1 inhibitor	NR1D1 modulator
COc1cc(S(=O)(=O)N(Cc2cccs2)C2CC2)ccc1-n1cnnn1	-5	0.1	-3	-1	3	4	-12	-1	1	4
Cc1ccc(OCCCC(=O)Nc2ccccc2C(F)(F)F)cc1	-5	-2.2	1	2	1	4	-1	3	-9	1
CC(=O)NC(=S)Nc1ccc(NC(=O)COc2ccc(C(C)C)cc2)cc1	-1	0.4	2	-1	0	2	0	-4	0	2
O=C(O)CCCN=Cc1c(O)c2ccccc2oc1=O	1	-1.9	5	3	-2	4	0	-3	x	-7
O=C(NNC1CC(=O)N(c2ccc(Br)cc2)C1=O)c1ccco1 (stereo not given)	6	-0.9	1	-1	-4	-1	2	-1	2	0
C/C(=N/Nc1ncc(C(F)(F)F)cc1Cl)c1ccncc1	-3	-4.0	-1	-4	0	11	10	1	x	1
CCCCC1C2=C(CC(C)(C)CC2=O)OC2=C1C(=O)CC(C)(C)C2	-2	-0.8	-5	3	0	2	-1	6	-9	-1
CN(Cc1ccccc1)C(=O)COc1ccc2ccccc2c1	0	0.3	-4	-1	2	-3	2	3	x	-2
COc1cccc(-c2nc(-c3ccc(NC(=O)c4cccnc4)cc3)no2)c1	0	-2.1	-2	-1	0	4	-1	-2	-6	-4
Fc1ccc(-c2csc(N3CCSCC3)n2)cc1	-2	-1.0	-6	5	1	1	-2	-2	6	0
CC(C)C(C)NC(=O)CN1C(=O)NC(c2ccccc2)(c2ccccc2)C1=O (stereo not given)	1	1.3	-4	0	2	4	3	-5	-3	7
C=CCNC(=O)c1ccc(OC)cc1	-3	0.9	-1	0	6	2	-5	3	2	-3
CCCC(=NCCc1c(C)[nH]c2ccccc12)C1=C(O)CC(c2ccccc2)CC1=O (stereo not given)	0	-0.4	0	1	0	1	-12	5	-15	-3
Cc1ccc(NC(=O)CSc2nnc(-c3cnccn3)n2Cc2ccco2)cc1C	7	-1.5	0	2	12	-2	11	0	-1	-1
Cc1nc2[nH]c(=S)[nH]c2c(=O)[nH]1	-1	-2.8	-3	-1	1	2	4	1	5	-5
Cc1cc(C)nc(N2CCC(C(=O)Nc3ccc4c(c3)OCCO4)CC2)n1	-7	-2.2	2	3	0	-3	-2	-2	2	-2
Cc1ccccc1NS(=O)(=O)c1ccc2oc(=O)ccc2c1	4	-0.3	-1	3	1	5	3	-3	11	-1
COc1cccc(C(NC(C)=O)c2nc(-c3ccoc3)cs2)c1 (stereo not given)	6	0.2	5	1	4	-2	1	3	x	-5
Cc1[nH]n(C(N)=S)c(=O)c1N=Nc1cccc(C(F)(F)F)c1	-1	0.8	1	-9	2	-3	1	3	0	7
O=C(Nc1ccc(Cl)c(Cl)c1)C1CC(=O)N(c2ccc(Br)cc2)C1 (stereo not given)	4	0.3	0	1	1	0	-3	1	-11	-9
CCN(CC)S(=O)(=O)c1cc(C(=O)Nc2ccncc2)ccc1Cl	2	-1.9	6	4	-2	-6	-18	3	-9	-5
CCOC(=O)C1CCCN(c2c(Nc3ccc(OCC)cc3)c(=O)c2=O)C1 (stereo not given)	2	-0.6	-2	2	2	-2	3	2	-2	8
CCOC(=O)c1oc2ccccc2c1NC(=O)c1ccc(S(=O)(=O)N(C)C)cc1	3	-1.7	3	-2	1	5	0	-2	3	-2
Cc1[nH]c2ccc(-c3nnc(SCC(=O)c4ccc(F)cc4)o3)cc2c1C	2	2.4	-3	-3	-1	3	-1	-4	-2	8
CCOc1ccc(C2C(C(=O)c3cccs3)=C(O)C(=O)N2Cc2cccnc2)cc1OC (stereo not given)	-1	0.8	3	-3	-2	5	0	-1	0	7
COC(=O)[C@@]1(Sc2ccccc2)CC(=O)N[C@@H]1c1ccccc1	3	-0.1	1	-2	4	1	3	-3	x	0
Cc1[nH]c2c(ccc3cccnc32)c1C	-1	0.5	-7	-2	1	-2	4	2	-1	5
COC(=O)c1cccc(C(=O)Nc2ccc(C)cc2)n1	0	-0.1	4	0	-6	-4	-8	-6	2	5
CCOc1ccc2ccccc2c1/C=N/NC(=O)c1ccc(C)nc1	-2	-5.0	1	-2	-2	1	-5	-3	-10	3
O=C(COC(=O)CC(NC(=O)c1ccccc1Cl)c1ccccc1)Nc1cccc(F)c1 (stereo not given)	1	-0.1	0	-1	-3	6	-7	-8	-13	-3
CC1CN(Cc2cc(=O)oc3cc(O)ccc23)CC(C)O1 (stereo not given)	-2	-1.3	3	-2	-1	1	9	0	-2	5
CCSc1ncc(Cl)c(C(=O)Nc2ccc(S(=O)(=O)Nc3onc(C)c3C)cc2)n1	54*	-2.5	0	0	3	8	-1	-5	-3	-4
CC(C)N1C(=O)c2ccccc2NC(=O)C1C(=O)NC1CC1 (stereo not given)	1	-3.0	-1	1	-1	3	9	-4	x	-1
CCOC(=O)c1sc2nc(C)nc(NCc3ccc(F)cc3)c2c1C	2	0.4	-2	-1	-1	4	-10	0	-76	1
Cc1csc(=Nc2c(C)n(C)n(-c3ccccc3)c2=O)n1-c1ccccc1	0	-1.3	1	3	-2	-6	-5	8	-1	-1
CCc1c(C)sc2nc3c(C(=O)N4CCOCC4)cc(C(=O)c4cc(F)ccc4O)cn3c(=O)c12	4	0.0	2	0	1	2	3	0	-7	2
CCCOc1ccc(OCCNC2CCCC2)cc1	6	-0.3	0	-2	-1	-4	-1	-1	7	-7
CCN1C[C@@H]2[C@@H]3C(=O)N(Cc4ccccc4)C(=O)[C@@H]3[C@](CC)(C1=O)N2C(=O)c1ccc(C(F)(F)F)cc1	-4	1.7	0	11	-2	-13	-5	-2	1	0
CC(C)Cn1c(=O)c(C(=O)Nc2ccccc2S(N)(=O)=O)c(O)c2ccccc21	8	4.3	1	-2	1	-1	-3	0	-10	56*
CC1=C(C(=O)OC(C)C)C(c2ccc3c(c2)OCO3)NC(=O)N1 (stereo not given)	-4	-1.6	0	3	4	-7	-3	3	-1	-4
CCOC(=O)N1CCN(C(=O)CNC(=O)c2nn(-c3ccc(OC)c(Cl)c3)c(=O)c3ccccc23)CC1	39*	2.3	-1	-8	4	7	2	0	4	3
CCCNC(=O)C1(C)CCCN(C(=O)c2cccnc2Oc2ccccc2)C1 (stereo not given)	-1	-0.2	-1	3	-1	-4	-1	5	x	3
Cc1cc(C)n2c(Nc3ccc4c(c3)OCCO4)c(C(C)C)nc2n1	5	-0.8	5	4	-6	7	-1	0	x	4
COc1ccccc1NC(=O)CNC(=O)c1ccccc1C	4	-4.1	0	-1	-1	2	-2	-5	-1	0
C[C@@H]1CN([C@H](C)CO)C(=O)CCCn2cc(nn2)CO[C@H]1CN(C)C(=O)Cc1ccccc1	0	-0.7	-14	0	5	-12	3	5	1	1
CC(=O)c1cccc(Nc2ccc(C#N)cc2)c1	3	1.1	1	0	-2	-1	4	-3	x	5
COC(=O)c1ccc(NC(=S)NCc2ccco2)cc1	7	-3.4	1	1	2	-6	-7	-2	7	0
O=C(NC1CCCc2c1cnn2-c1cc(F)cc(F)c1)c1cc[n+]([O-])cc1 (stereo not given)	-4	0.3	0	0	-5	5	-1	-5	5	-3
C[C@@H]1C=CCCO[C@]12C(=O)Nc1ccccc12	1	0.3	0	-1	0	5	-2	4	x	-11
CSc1ccccc1NC(=O)c1ccc(N2CCCC2=O)cc1	-1	-1.1	2	1	-1	-3	3	-2	-6	1
C=CCN1[C@H](C#N)[C@@H](c2ccc(Br)cc2)[C@H]1CO	0	x	1	0	-4	x	1	2	x	-4
COCCn1c(N)c(S(=O)(=O)c2cccs2)c2nc3ccccc3nc21	3	0.9	14*	12	3	-6	-9	-5	-8	-2
CC(=O)Nc1ccc(OCC(O)Cn2cccn2)cc1 (stereo not given)	-1	-1.3	4	-3	-4	7	-2	1	-7	0
O=C(CSCc1cc(=O)n2ccsc2n1)Nc1ccc(F)cc1	1	-0.7	-1	1	1	6	4	-3	2	0
CCOc1ccc2nc(NCCNS(=O)(=O)c3ccccc3)c(C#N)cc2c1	9	-0.2	0	-8	0	-2	7	-7	4	0
O=C(CSc1ccc(F)cc1)Nc1ccc(Br)cc1	1	-1.2	1	10	0	5	-13	-1	-22	1
Cc1ccc(NC(=O)C2(N(C(=O)Cn3nnnc3N)c3ccc(C)cc3)CCCCC2)cc1	3	-2.3	2	0	1	3	0	2	-14	-2
CC1CCCCC1NC(=O)CCS(=O)(=O)c1ccc(Cl)cc1 (stereo not given)	0	-0.9	1	-2	-1	7	1	-2	8	-1
COc1ccc(CNS(=O)(=O)c2cn(C)c(=O)n(C)c2=O)cc1	-5	-1.7	-2	4	2	3	4	4	1	-2
CCOC(=O)c1sc2nc(CC(=O)OC)nc(NCc3ccc(F)cc3)c2c1C	4	2.4	-1	-2	-3	5	1	-6	-8	0

(listing goes on)
SMILES	rCAG RNA binder	PG9 binder	LEDGF integ inh	UHRF1 MBD2 ctr	PRMT1 inh	TCR CD3 inh	mABHD4 FP	MBD2 inh	HTRA1 inhibitor	NR1D1 modulator
CC(=O)c1sc(C(=O)O)c(-c2ccco2)c1-c1ccco1	3	-11	7	12	9	0	13	2	4	1
COc1cccc(C(C)(O)c2nc(-c3cnc4ccccc4c3)cs2)c1 (stereo not given)	3	-1.2	1	-1	1	-2	-15	-1	x	2
COC(=O)Cc1ccc(NC(=S)Nc2cccc(C)n2)cc1	0	0.4	-3	2	1	4	0	4	-7	1
C[C@H](NC(=O)c1nc[nH]c1C(=O)NCc1ccccc1)C(=O)OCc1ccccc1	-3	-1.6	1	-4	-2	5	-12	0	-15	-3
COc1ccccc1CNCC(=O)Nc1ccc(N(C)C)cc1	-3	-4.2	-2	-1	2	-2	9	2	3	0
CCOC(=O)Cn1c(=O)c(-c2ccccc2NC)nc2ccccc21	1	1.1	2	-1	-3	0	5	-4	-3	6
COc1cccc(-n2cnnn2)c1	1	-3.3	-3	0	1	3	4	-1	10	1
N#C/C(=C(/O)CSc1nnc(Cc2cccs2)n1C1CCCCC1)c1nc2ccccc2[nH]1	23	-1.5	-3	1	1	5	7	-2	6	1
Cc1nc2ccccc2c(=O)n1NC(=O)C1CC1	0	1.1	-1	3	-1	3	-1	-1	-4	3
Cc1cccc(C(C(=O)NC2CCCCC2)N(Cc2cccnc2)C(=O)c2csnn2)c1 (stereo not given)	1	-0.6	-1	-1	-2	7	5	-1	-5	0
Cc1c(C(=O)c2ccc(F)cc2)c2ccccn2c1CCc1ccccn1	0	1.1	0	3	20	-5	10	5	0	5
O=S(=O)(c1ccc2ccccc2c1)N1CCCCCC1	-3	-1.7	-6	1	3	-1	3	1	-6	1
COc1ccc(N=Cc2c(O)cc(C)oc2=O)cc1	1	-4.3	0	-6	-2	0	0	-3	-3	-3

In the list so far, four have a CF3 group:
SMILES	rCAG RNA binder	PG9 binder	LEDGF integ inh	UHRF1 MBD2 ctr	PRMT1 inh	TCR CD3 inh	mABHD4 FP	MBD2 inh	HTRA1 inhibitor	NR1D1 modulator
Cc1ccc(OCCCC(=O)Nc2ccccc2C(F)(F)F)cc1	-5	-2.2	1	2	1	4	-1	3	-9	1
C/C(=N/Nc1ncc(C(F)(F)F)cc1Cl)c1ccncc1	-3	-4.0	-1	-4	0	11	10	1	x	1
Cc1[nH]n(C(N)=S)c(=O)c1N=Nc1cccc(C(F)(F)F)c1	-1	0.8	1	-9	2	-3	1	3	0	7
CCN1C[C@@H]2[C@@H]3C(=O)N(Cc4ccccc4)C(=O)[C@@H]3[C@](CC)(C1=O)N2C(=O)c1ccc(C(F)(F)F)cc1	-4	1.7	0	11	-2	-13	-5	-2	1	0

Not all compounds are listed (hit frequency here may not be typical).
